CRFBP-R2 agonist: agonists of CRF-BP/CRF-R2 complex, primary screen, cell-based, HEK293, calcium dye fluorescence, uHTS | activation, % at 13.2 µM | 350,000 compounds, 0.46% hits | CRF-binding protein / CRF receptor 2 complex (human) | calcium dye fluorescence (FLIPR); percent of saturating CRF peptide response;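 active = activation of at least 50%, plus an integration ratio under a set limit after plate pattern correction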;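 also: plate controls were neutral control wells without compound for no effect and CRF at EC100 for full effect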
M1 PAM: human M1 muscarinic receptor positive allosteric modulators, primary screen, CHO-K1 cells, Fluo-8 calcium fluorescence, 1536-well. Muscarinic acetylcholine receptor M1 (Homo sapiens), P11229. 360,000 compounds, 0.088% hits. AID 588819, 2011. CHO-K1 hM1, ACh EC20; 0% = ACh EC20, 100% = maximal ACh. activation, % at 3 µM; in the data active = activation above about 19%, passing the limit was not always enough
Target sequence (P11229 whole entry, looked up): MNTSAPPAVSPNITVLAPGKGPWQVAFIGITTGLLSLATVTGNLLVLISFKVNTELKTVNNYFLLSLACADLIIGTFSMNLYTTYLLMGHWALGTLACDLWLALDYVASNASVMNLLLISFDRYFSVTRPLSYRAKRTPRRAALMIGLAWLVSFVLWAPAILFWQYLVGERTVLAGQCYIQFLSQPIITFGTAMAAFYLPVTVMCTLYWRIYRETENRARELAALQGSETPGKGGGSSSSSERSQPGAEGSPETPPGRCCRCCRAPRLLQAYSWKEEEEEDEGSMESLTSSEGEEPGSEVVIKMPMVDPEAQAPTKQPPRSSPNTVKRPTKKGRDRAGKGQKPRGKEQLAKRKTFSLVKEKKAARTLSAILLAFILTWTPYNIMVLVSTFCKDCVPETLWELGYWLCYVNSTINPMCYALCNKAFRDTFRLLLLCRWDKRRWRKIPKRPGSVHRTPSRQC
CHRM4 agonist: human M4 muscarinic receptor agonists, primary screen, CHO-K1 cells, Fluo-8 calcium fluorescence. Muscarinic acetylcholine receptor M4 (Homo sapiens), P08173. AID 624127, 2012. activation, % at 3 µM. CHO-K1 hM4/Gqi5; vehicle 0%, full acetylcholine response 100%. 360,000 compounds, 0.14% hits;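 active = activation above the run mean over all test wells plus 3 SD, cut at about 32% in these data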;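 also: peak over basal fluorescence ratio per well then scaled between controls; 0% = DMSO wells and 100% = acetylcholine at EC100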
Target sequence (P08173 whole entry, looked up): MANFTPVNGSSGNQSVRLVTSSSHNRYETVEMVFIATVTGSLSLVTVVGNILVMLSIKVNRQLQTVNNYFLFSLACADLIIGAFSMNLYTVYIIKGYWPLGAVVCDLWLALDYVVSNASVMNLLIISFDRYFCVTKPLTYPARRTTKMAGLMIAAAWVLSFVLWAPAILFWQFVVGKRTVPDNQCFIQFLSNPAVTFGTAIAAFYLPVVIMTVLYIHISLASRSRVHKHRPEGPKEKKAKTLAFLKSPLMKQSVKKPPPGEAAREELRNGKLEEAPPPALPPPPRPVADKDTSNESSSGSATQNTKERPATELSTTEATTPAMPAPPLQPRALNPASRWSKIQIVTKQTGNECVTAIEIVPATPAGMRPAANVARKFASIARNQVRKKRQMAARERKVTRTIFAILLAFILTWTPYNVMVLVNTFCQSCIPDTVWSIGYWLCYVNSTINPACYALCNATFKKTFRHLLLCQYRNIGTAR
CHRM5 antagonist: human M5 muscarinic receptor antagonists, primary screen, CHO cells, Fluo-8 calcium fluorescence | CHO-hM5 cells, ACh EC80 | Muscarinic acetylcholine receptor M5 (Homo sapiens), P08912 | inhibition, % at 3 µM | 360,000 compounds, 0.59% hits;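 active = inhibition above a per-plate cutoff, the mean of that plate's test compounds plus 3 SD, cut at about 27% in these data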;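 also: 0% = acetylcholine EC80 with DMSO and 100% = DMSO without agonist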
M4 antag: human M4 muscarinic receptor antagonists, primary screen, CHO cells, Fluo-8 calcium fluorescence; Muscarinic acetylcholine receptor M4 (Homo sapiens), P08173; CHO-hM4 cells, ACh EC80; inhibition, % at 3 µM; 360,000 compounds, 0.73% hits; AID 624125, 2012;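 active = inhibition above its plate's cutoff, the mean inhibition of sample wells plus 3 SD, cut at about 27% in these data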;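 also: 0% = acetylcholine EC80 with DMSO and 100% = DMSO without agonist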
CHRM5 agonist: human M5 muscarinic receptor agonists, primary screen, CHO-K1 cells, Fluo-8 calcium fluorescence | CHO-K1 hM5 cells; 0% DMSO wells, 100% maximal acetylcholine response | 360,000 compounds, 0.19% hits | activation, % at 3 µM | AID 624037, 2012 | Muscarinic acetylcholine receptor M5 (Homo sapiens), P08912;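 active = activation above the run's mean over test compounds plus 3 SD, cut at about 23% in these data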;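 also: signal is peak over basal fluorescence ratio across the kinetic read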
CHRM1 antagonist: human M1 muscarinic receptor antagonists, primary screen, CHO-K1 cells, Fluo-8 calcium fluorescence, 1536-well; Muscarinic acetylcholine receptor M1 (Homo sapiens), P11229; CHO-K1 hM1, ACh EC80 antagonist; inhibition, % at 3 µM; 360,000 compounds, 1.3% hits;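 active = percent inhibition above its own plate's cutoff, namely the mean of that plate's compound wells plus 3 SD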;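 also: peak over basal fluorescence ratio during 140 s after agonist addition; 0% = ACh EC80 plus DMSO and 100% = DMSO alone without agonist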
M4 PAM: human M4 muscarinic receptor positive allosteric modulators, primary screen, CHO-K1 cells, Fluo-8 calcium fluorescence; Muscarinic acetylcholine receptor M4 (Homo sapiens), P08173; CHO-K1 hM4/Gqi5, ACh EC20; 0% = ACh EC20, 100% = maximal ACh; activation, % at 3 µM; 360,000 compounds, 0.4% hits;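 active = activation above its plate's cutoff, the mean activation of sample wells plus 3 SD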; also: some results filed as inactive read as strong as hits
M5 PAM: human M5 muscarinic receptor positive allosteric modulators, primary screen, CHO-K1 cells, Fluo-8 calcium fluorescence | CHO-K1 hM5, ACh EC20 PAM; 0% = ACh EC20, 100% = ACh EC100 | 360,000 compounds, 0.3% hits | AID 624038, 2012 | Muscarinic acetylcholine receptor M5 (Homo sapiens), P08912 | activation, % at 3 µM;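 active = activation above the run cutoff, the mean activation of all test compounds plus 3 SD, cut at about 18% in these data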
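Replicates: One well per compound, no replicates | System: Human M5 receptor in CHO-K1 cells | Benchmarks: Low control EC20 acetylcholine (0%), high control EC100 acetylcholine (100%) | Probe or stimulus: Acetylcholine, EC20 level | Times: Fluo-8 loading 80 min at 37 °C plus 30 min room temperature | Signal: Intracellular calcium via Fluo-8 fluorescence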
Active calls of the source: *; nt = not tested or not shown.

SMILES	CRFBP-R2 agonist	M1 PAM	CHRM4 agonist	CHRM5 antagonist	M4 antag	CHRM5 agonist	CHRM1 antagonist	M4 PAM	M5 PAM
O=C(CSc1ccccn1)N1CCN(c2ccccc2)CC1	-2.9	8	1	-3	7	1	-1	0	-1
O=C(COC(=O)CCCN=C1NS(=O)(=O)c2ccccc21)NC(=O)NC1CCCC1	-1.9	9	2	-8	-1	3	-12	1	10
O=C(CNC(=O)c1ccc(Cl)c([N+](=O)[O-])c1)OC1CCCCC1=O (stereo not drawn)	-1.1	8	2	-3	-17	-3	-13	7	-2
C=CC(=O)NC(NC(=O)C=C)c1ccc(Br)cc1	0.3	0	0	5	3	-1	4	-4	-2
N#CCC(=O)Nc1ccc(C(=O)NNC(=S)NC2CC2)cc1	-1.2	21	2	-18	-8	-3	-12	25*	10
O=C(O)c1ccc(N/N=C/c2cn(Cc3ccc(F)cc3)c3ccccc23)cc1	-0.4	11	4	10	-4	2	4	2	1
CCOc1ccc(/C=C/C(=O)c2c(O)c3ccccc3oc2=O)cc1	1.7	4	0	2	14	-2	-6	2	-1
Cc1cc(C)c(C#N)c(SCC(=O)NC(C)(C)C)n1	-1.5	12	1	-4	-2	0	-30	0	1
Cc1ccc(S(=O)(=O)Nc2ccc3c(c2)CC(=O)N([C@H](C)CO)C[C@H](C)[C@H](CN(C)Cc2ccc4c(c2)OCO4)O3)cc1	0.6	-3	0	3	1	-8	1	1	-2
CCc1sc(N(C(=O)Cc2ccccc2)c2ccc(F)cc2)nc1-c1ccccc1	1.7	2	1	5	16	3	-1	17	3
Cc1cccc(-n2cnc(C(=O)N3CCN(C)CC3)c2)n1	-2.1	2	0	8	1	0	12	-2	0
COC(=O)C1CCN(C(=O)c2sc3nc(-c4ccc(F)cc4)cn3c2C)CC1	-1.6	-1	2	16	8	1	4	-5	-11
Cn1ccsc1=NC(=O)c1ccc(Cl)c([N+](=O)[O-])c1	-0.5	9	0	6	-2	-2	-11	5	-1
CC(=O)Nc1ccc(C)c(NS(=O)(=O)c2cccc(C(F)(F)F)c2)c1	-1.0	4	1	8	-6	0	-2	-4	-2
COc1ccc(CCN2C(=O)c3ccncc3C2=O)cc1OC	1.6	3	1	3	2	0	-5	4	-3
Cc1nc2cc(C(F)(F)F)ccc2n1C1CCN(C(=O)N2CCOCC2)CC1	-0.5	6	2	-1	-1	-5	-6	2	10
Cc1ccc(S(=O)(=O)N(Cc2ccccc2)C(C)C)cc1	0.4	6	-2	1	-4	-5	-9	-2	-2
O=S(=O)(c1ccccc1)N1CCC(Oc2ccc(-n3cnnn3)cc2)CC1	3.2	-15	26	9	28*	6	37	-12	-15
CC1CCCCN1S(=O)(=O)c1ccc(C(=O)Nc2nnc(C3CC3)o2)cc1 (stereo not drawn)	0.5	-5	1	9	4	-5	13	2	0
CCN(CC(=O)Nc1cccc(Br)c1)Cc1nc2ccccc2c(=O)[nH]1	-0.2	12	1	-3	11	1	-15	15	5
CCNC(=O)C1CCCc2c1[nH]c1ccc(Cl)cc21 (stereo not drawn)	-0.6	2	2	10	2	-2	-7	3	-3
CC1CN(C(=O)C(C)N2CCN(c3ccccc3Cl)CC2)CC(C)O1 (stereo not drawn)	0.6	6	0	8	-8	-2	4	10	0
CCOc1ccc(-n2ccc(=O)c(C(=O)Nc3ccc(S(=O)(=O)N4CCOCC4)cc3)n2)cc1	0.0	9	2	-3	-1	-2	-8	7	2
Cc1cc(C2=CC(=O)C[C@H](c3ccc4c(c3)OCO4)C2)ccc1F	2.1	-6	2	9	10	-5	5	-8	-7
Cc1cccc(NC(=O)CN2C(=O)C3CC=CCC3C2=O)c1C (stereo not drawn)	5.0	-8	1	2	0	1	13	3	-6

(more compounds)
SMILES	CRFBP-R2 agonist	M1 PAM	CHRM4 agonist	CHRM5 antagonist	M4 antag	CHRM5 agonist	CHRM1 antagonist	M4 PAM	M5 PAM
Cc1ccccc1-n1c(O)cc(=O)[nH]c1=S	-0.2	7	1	2	-1	-1	-7	-5	-2
CC1CC(C)CN(S(=O)(=O)c2ccc(C(C)(C)C)cc2)C1 (stereo not drawn)	8.0	1	-1	-1	-9	-3	1	2	8
c1cc2c(cc1-c1[nH]ncc1CN1CC3C[C@@H]4CC1C[C@H](C3)C4)OCO2	-2.7	-24	1	11	8	-12	15	-14	-20
O=C(NC1CC1)c1cc(OCC(F)(F)F)ccc1OCC(F)(F)F	-0.6	9	1	3	-15	-4	-11	4	1
Cc1nn(C)c(C(=O)Nc2c(C)nn(Cc3c(F)c(F)c(F)c(F)c3F)c2C)c1Br	0.6	4	5	-17	-17	-1	-9	-3	6
O=C(CN1C(=O)c2ccccc2S1(=O)=O)c1ccc(F)cc1	-0.2	8	2	7	-8	-4	-8	-1	1
OC1(c2ccc(Cl)cc2)CCN(Cc2cn[nH]c2-c2ccccc2)CC1	-0.4	4	3	4	2	-5	-2	-5	1
Nc1c(-c2cccc(Cl)c2)cnn1-c1ccccc1	-0.6	-3	6	8	-8	-7	-8	-5	-19
COc1cccc(/C=C2/C(=O)NN(c3ccccc3)C2=O)c1	0.1	8	2	14	4	-1	-1	-2	-3
CCOC(=O)N1CCN(C(=O)COc2ccc(S(=O)(=O)Nc3ccc(OCC)cc3)cc2)CC1	-2.1	2	5	1	1	3	-6	4	-6
Cc1ccc(COC(=O)c2cc(S(=O)(=O)N3CCOCC3)ccc2C)cc1	1.3	2	2	-4	-14	0	4	2	1
O=C(CSc1nc2ccccc2c(=O)n1-c1ccccc1)N1CCN(CCO)CC1	-0.7	7	-1	1	0	-5	-4	3	4
CCC(CC)C(=O)NCc1ccc(OC)cc1	-0.9	2	0	8	-4	-2	8	9	3
O=C1CCN(Cc2ccccc2)CCN1[C@H](CSc1ccccc1)Cc1ccccc1	1.5	-8	2	6	0	-1	11	-6	-3
CC(=O)Nc1ccc(S(=O)(=O)Nc2cccc(-c3cn4c(n3)SCC4)c2)cc1	-2.2	6	0	1	6	0	-11	-3	1
CS(=O)(=O)N1CCN(C(=O)c2csc3ccccc23)CC1	0.4	-1	2	3	-10	1	7	4	-5
CCCc1nnc(NC(=O)CCC(=O)NC2CCCCCC2)s1	0.6	4	1	-3	-3	-1	2	5	-4
O=C(NN=Cc1ccccc1Cl)c1ccc([N+](=O)[O-])cc1	-0.4	-10	1	18	1	0	20	-1	1
COc1ccc(CNc2ncnc3ccccc23)cc1	-0.4	-8	11	34*	5	6	18	-9	-12
Cn1cnnc1SC(C(=O)Nc1cccc(C(F)(F)F)c1)c1ccccc1 (stereo not drawn)	-1.4	3	2	-3	-8	-1	-1	9	9
CC(=C/C(=O)O)/C=C/c1ccc(Cl)o1	-1.9	-2	0	-1	9	1	-10	1	-10
CCOC(=O)N1CCN(c2c(NCCCN(C)c3ccccc3)c(=O)c2=O)CC1	-1.1	2	-1	-5	-1	1	-8	-4	-1
Cc1ccccc1Nc1nc(N)nc(CN(C)Cc2ccccc2Cl)n1	0.7	-4	1	7	0	-1	10	-4	-3
CC1(C)CC(=O)C=C(C(=O)NC2CCCc3c2cnn3-c2cc(F)cc(F)c2)O1 (stereo not drawn)	-14	0	1	5	10	-1	-4	-4	-2
COc1ccc(S(=O)(=O)N2CCC(C(=O)NCc3ccccn3)CC2)cc1OC	-0.2	5	1	-4	-6	-3	-4	15	-2

A different layout for 3 compounds above:
compound | CRFBP-R2 agonist | M1 PAM | CHRM4 agonist | CHRM5 antagonist | M4 antag | CHRM5 agonist | CHRM1 antagonist | M4 PAM | M5 PAM
O=C(CSc1nc2ccccc2c(=O)n1-c1ccccc1)N1CCN(CCO)CC1 | -0.7 | 7 | -1 | 1 | 0 | -5 | -4 | 3 | 4
Cc1cccc(-n2cnc(C(=O)N3CCN(C)CC3)c2)n1 | -2.1 | 2 | 0 | 8 | 1 | 0 | 12 | -2 | 0
CC(=O)Nc1ccc(C)c(NS(=O)(=O)c2cccc(C(F)(F)F)c2)c1 | -1.0 | 4 | 1 | 8 | -6 | 0 | -2 | -4 | -2

The list goes on:
SMILES	CRFBP-R2 agonist	M1 PAM	CHRM4 agonist	CHRM5 antagonist	M4 antag	CHRM5 agonist	CHRM1 antagonist	M4 PAM	M5 PAM
CCOC(=O)C1CCN(S(=O)(=O)c2ccc(OCC(=O)OC)cc2)CC1	-0.6	-1	1	-4	-2	2	4	-8	-1
O=S(=O)(c1ccc(Br)cc1)N1CCN(c2cc(-c3ccccc3)nc3ncnn23)CC1	0.5	5	2	9	12	2	5	-7	-4
O=c1oc2ccccc2c(Cl)c1CN1CCCCC1	-0.7	4	1	2	10	-11	2	-3	5
Cc1ccc(Cn2cccc2/C=C2/C(=N)N3C=CSC3=NC2=O)cc1	-0.7	4	0	5	0	-4	-7	3	-1
COc1ccc(Br)cc1CN(C)CC(=O)Nc1cc(Cl)ccc1Cl	-0.9	13	0	6	6	-3	-5	0	-1
COc1ccc(C(=O)C(=O)N2CCN(C(=O)OCc3ccccc3)CC2)cc1	nt	nt	6	4	5	5	nt	-1	0
CCCOC(=O)C1=C(C)NC2=C(C(=O)C(C(=O)OC)C(C)C2)C1c1ccc(N(CC)CC)cc1 (stereo not drawn)	-1.0	11	0	6	4	-5	-22	-1	-6
CC(=O)Oc1c(C)c(C)c2c(c1C)CCC(C)(CCCC(C)CCCC(C)CCCC(C)C)O2 (stereo not drawn)	4.2	2	0	-4	-18	1	-29	1	-3
CCNC(=O)c1cc2c(c(-c3cccc(-c4cccnc4)c3)n1)[C@H](CCO)N(S(C)(=O)=O)C2	nt	nt	4	-3	-1	2	nt	5	3
CN1c2ccccc2C(=O)NC1c1ccc(Cl)cc1 (stereo not drawn)	-2.5	11	2	3	1	-1	-14	-1	-4
Cc1ccc(S(=O)(=O)N2CCN(C3CC(=O)N(Cc4ccccc4)C3=O)CC2)cc1C (stereo not drawn)	-0.1	4	3	-2	-12	-2	-11	2	-8
Cc1ccc2c(COC(=O)CNC(=O)c3ccco3)cc(=O)oc2c1C	-5.0	16	2	-3	-6	5	-24	10	-1
O=C(CN(c1ccc(Cl)cc1)S(=O)(=O)c1ccccc1)N/N=C/c1ccco1	-1.6	1	9	4	9	3	-5	-1	-8
CCCn1nc(C(=O)NNC(=O)c2cccc(C)c2)c2ccccc2c1=O	-2.1	8	0	9	5	4	-18	5	-7
COc1ccc(N(CC(=O)Nc2ccc3c(c2)OCCO3)S(C)(=O)=O)c(OC)c1	0.1	5	1	-1	8	-3	2	5	12
CC(NC(=O)COc1ccccc1Cl)c1ccccc1 (stereo not drawn)	0.8	3	5	-5	-16	-3	-8	6	2
O=C(Nc1cccc(Br)c1)/C(=C\c1cccnc1)NC(=O)c1ccco1	-0.5	11	1	-5	-6	2	-8	23	-1

Bioassay records from PubChem BioAssay.
